Source: PubChem BioAssay (several laboratories)
MITF act = activators of MITF-driven TRPM1 promoter reporter, primary screen, cell-based, SK-MEL-5, luciferase, single point | SK-MEL-5 TRPM1-promoter luciferase, 24 h; % of positive control, neutral wells = 0 | activation, % at 12.5 µM | AID 588334, 2011 | 300,000 compounds, 0.75% hits;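 active means mean activation of at least 80% with every replicate also reaching 80%; inconclusive means mean reaches 80% but some replicate falls short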;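 further: 0% = neutral control wells and 100% = parthenolide positive control wells; values of inactives mirror those of a sister screen read the other way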
RTF Ca sens act = cardiac RTF calcium sensitivity activators, primary screen, biochemical, IANBD-TnC fluorescence, EC20 calcium; AID 493008, 2010; Troponin I, cardiac muscle (Homo sapiens) + Troponin T, cardiac muscle (Homo sapiens) + …; IANBD-labeled TnC RTF fluorescence at EC20 calcium; 0% EC20 calcium, 100% full calcium; activation, % at 7.2 µM; 340,000 compounds, 0.24% hits;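 active means activation above the mean over all tested compounds plus 3 SD, cut at about 30% in these data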;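 further: rise in fluorescence read as greater calcium sensitivity of cardiac thin filaments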
Wnt act = Wnt/beta-catenin pathway activators, primary screen, cell-based, plate reader, single point | Wnt/beta-catenin reporter cell assay, activator | activation, % at 9.35 µM | 300,000 compounds, 1.2% hits; in the data active means activation above about 30%, passing the limit was not always enough; inconclusive means no clear call, values can overlap the other calls;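 further: 0% = neutral control wells and 100% = positive control wells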
Tat transport = E. coli Tat export inhibitors, primary screen, MC4100, TorA-mCherry reporter, fluorescence, single point; inhibition, % at 10 µM; 340,000 compounds, 0.036% hits;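 active means mean replicate inhibition at least 50% and at least half of replicates individually reaching 50%; inconclusive means only one of the two criteria met; inactive means neither criterion met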;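 further: exported cargo escapes ClpAP degradation while cytoplasmic cargo is degraded and loses fluorescence; 0% = median of neutral control wells and 100% = median of NaSCN control wells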
CAL PDZ FP-1 = untagged CAL PDZ binding inhibitors, primary screen, biochemical, fluorescence polarization, HTS; purified CAL PDZ, TMR-peptide fluorescence polarization, 1 h; inhibition, % at 24.9 µM; 300,000 compounds, 0.92% hits; AID 602252, 2012;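 active means mean inhibition of at least 30% with at least half of replicates also reaching 30%; inconclusive means no clear call, values can overlap the other calls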;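 further: 0% = DMSO neutral control and 100% = excess unlabeled competitor peptide PRC23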
V-ATPase pHluor = regulators of yeast V-ATPase proton pumping, primary screen, pHLuorin cytosolic pH fluorescence | response, % at 10 µM | 350,000 compounds, 0.37% hits | S. cerevisiae | AID 504577, 2011; in the data active means response mostly above about 7.3%, no sharp cut-off; inactive means mostly below about 5.4%; further: actives read high; inactives centre near 0; some compounds called inactive have numbers as strong as hits; reference of the scale not given here
dFosB act = activators of delta FosB homodimer, primary screen, biochemical, fluorescence polarization, TAMRA-CDK5 oligo, single point; Protein FosB (Mus musculus), P13346; purified delta FosB; percent of positive-control signal above neutral wells; activation, % at 25 µM; 340,000 compounds, 0.99% hits;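 active means mean activation above about 17%, with every replicate also reaching it, limit read from the data, passing the limit was not always enough; inconclusive means only one of the two conditions met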;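 further: fluorescence polarization rise as delta FosB binds a TAMRA Cdk5 AP-1 oligo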
CAL PDZ FP-2 = CAL PDZ peptide-binding inhibitors, primary screen, biochemical, fluorescence polarization, Cer-tagged CAL PDZ, HTS. Golgi-associated PDZ and coiled-coil motif-containing protein (Homo sapiens), Q9HD26. purified CAL PDZ, TMR-peptide fluorescence polarization, 1 h. inhibition, % at 20 µM. 330,000 compounds, 0.02% hits. AID 504414, 2011;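 active means highest replicate inhibition of at least 40%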;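 further: plate controls were DMSO neutral control wells for no effect and unlabeled competitor peptide control wells for full effect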
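Assay system – tagged CAL PDZ protein CerCALP, purified · Timing – 1 h at RT · Compound – single point, 20 µM · Measured by – fluorescence polarization from S- and P-plane intensities, G-factor corrected · Evaluation – inhibition from polarization loss · Probe or stimulus – TMR reporter peptide T*-PRC34 · Buffer or medium – pH 7.4 phosphate-saline buffer, reducing agent, detergent, IgG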
CDK5 p35 inh = inhibitors of human CDK5/p35 kinase, primary screen, biochemical, single concentration | Cyclin-dependent kinase 5 (Homo sapiens) + Cyclin-dependent kinase 5 activator 1 (Homo … | Recombinant CDK5/p35, ADP-Glo luminescence, 60 min | inhibition, % at 10 µM | 330,000 compounds, 0.01% hits | AID 488839, 2010;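 active means highest replicate inhibition of at least 50% and at least 75% of replicates reaching 50%; inconclusive means only one of the two criteria met; inactive means both criteria failed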;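 further: plate controls were DMSO neutral control for no effect and GW8510 at 10 µM for full effect; many of its hits are not listed in these tables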
Target sequence (Q00535 whole entry, looked up): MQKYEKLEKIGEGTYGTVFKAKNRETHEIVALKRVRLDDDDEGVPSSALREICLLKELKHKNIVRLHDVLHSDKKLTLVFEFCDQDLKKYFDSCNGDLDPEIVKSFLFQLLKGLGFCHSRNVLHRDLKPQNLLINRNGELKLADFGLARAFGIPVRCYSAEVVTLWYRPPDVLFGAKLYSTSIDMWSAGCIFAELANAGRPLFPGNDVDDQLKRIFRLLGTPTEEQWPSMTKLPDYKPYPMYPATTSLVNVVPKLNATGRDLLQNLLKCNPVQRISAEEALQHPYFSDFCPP
Target sequence (Q15078 whole entry, looked up): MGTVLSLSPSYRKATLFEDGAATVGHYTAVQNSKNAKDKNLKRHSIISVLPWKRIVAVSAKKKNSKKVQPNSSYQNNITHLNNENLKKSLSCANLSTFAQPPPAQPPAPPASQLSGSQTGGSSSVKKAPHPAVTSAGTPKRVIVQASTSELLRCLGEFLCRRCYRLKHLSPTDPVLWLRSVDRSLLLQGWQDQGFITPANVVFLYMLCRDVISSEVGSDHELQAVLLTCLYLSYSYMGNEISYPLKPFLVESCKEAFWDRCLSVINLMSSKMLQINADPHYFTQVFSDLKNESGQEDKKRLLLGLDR
Rtt109 HAT inh = inhibitors of C. albicans Rtt109/Vps75 HAT, primary screen, biochemical, ThioGlo CoA-SH fluorescence, plate reader; Histone acetyltransferase RTT109 (Candida albicans (strain SC5314 / ATCC MYA-2876)), …; purified Rtt109/Vps75, 4 h; inhibition, % at 34.9 µM; 330,000 compounds, 0.16% hits;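 active means inhibition of at least 50% in every replicate; inconclusive means best replicate reaches 50% inhibition but some replicates fall short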
Target sequence (Q5AAJ8 whole entry, looked up): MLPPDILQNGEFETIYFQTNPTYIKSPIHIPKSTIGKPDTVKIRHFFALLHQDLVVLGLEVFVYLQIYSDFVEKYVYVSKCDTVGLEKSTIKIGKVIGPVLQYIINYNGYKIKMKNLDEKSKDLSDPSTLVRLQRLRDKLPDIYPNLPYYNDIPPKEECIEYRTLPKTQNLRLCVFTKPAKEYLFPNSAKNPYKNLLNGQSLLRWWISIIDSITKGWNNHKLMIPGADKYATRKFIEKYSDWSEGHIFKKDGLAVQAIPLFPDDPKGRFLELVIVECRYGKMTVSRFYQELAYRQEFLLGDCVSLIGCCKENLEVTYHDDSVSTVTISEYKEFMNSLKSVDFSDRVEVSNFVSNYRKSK
The depositor's hits bear a star.

Screening COC(=O)Nc1ccc(S(=O)(=O)Nc2cc(C(F)(F)F)c[nH]c2=O)cc1 returned MITF act -6.2, RTF Ca sens act -4.1, Wnt act -2.2, Tat transport -2.9, CAL PDZ FP-1 -3.2, V-ATPase pHluor 3.3, dFosB act -2.3, CAL PDZ FP-2 -1.8, CDK5 p35 inh -2.9 and Rtt109 HAT inh -10.4.
For COc1ccc(-n2ncc3c(N4CCN(Cc5ccccc5)CC4)ncnc32)cc1 the results were MITF act 14.8, RTF Ca sens act 4.8, Wnt act -4.5, Tat transport 11.5, CAL PDZ FP-1 -1.9, V-ATPase pHluor -3.7, dFosB act -4.3, CAL PDZ FP-2 -3.1 and CDK5 p35 inh 0.2.
For Cc1cc(C)nc(-n2nc(C)c(Oc3ccccc3O)c2C)n1 the results were MITF act -4.1, RTF Ca sens act -1.2, Tat transport -2.2, CAL PDZ FP-1 -5.7, V-ATPase pHluor 1.1, dFosB act 4.0, CAL PDZ FP-2 -1.1, CDK5 p35 inh -0.3 and Rtt109 HAT inh 1.9.
`NS(=O)(=O)c1ccc(NC(=O)CN2CCCc3ccccc32)cc1` gave MITF act -4.3, RTF Ca sens act 10.4, Wnt act -1.0, Tat transport -5.2, CAL PDZ FP-1 -0.1, V-ATPase pHluor 1.9, dFosB act -6.9, CAL PDZ FP-2 1.0, CDK5 p35 inh 2.6 and Rtt109 HAT inh 2.8.
Screening CC(=O)Nc1cc(C(N)=O)c(Cl)cc1Cl returned RTF Ca sens act -0.7, Wnt act -4.3, Tat transport 1.9, CAL PDZ FP-1 -2.2, V-ATPase pHluor -1.4, dFosB act 3.3, CAL PDZ FP-2 -1.4, CDK5 p35 inh -0.3 and Rtt109 HAT inh 1.3.
Cc1ccc(CC2CC(=O)N(c3nc4ccccc4s3)C2=O)cc1 (stereo unspecified) was read as MITF act 4.6, RTF Ca sens act -1.9, Wnt act -1.1, Tat transport -5.4, CAL PDZ FP-1 9.6, V-ATPase pHluor 4.6, dFosB act -11.1, CAL PDZ FP-2 -1.0, CDK5 p35 inh -1.1 and Rtt109 HAT inh 0.2.
CCOC(=O)c1cc2sccc2n1CC(=O)N1CCCC1 was read as MITF act 17.4, RTF Ca sens act -1.6, Wnt act 4.3, Tat transport -7.3, CAL PDZ FP-1 -3.1, V-ATPase pHluor -2.1, dFosB act 0.1, CAL PDZ FP-2 -3.9, CDK5 p35 inh 3.8 and Rtt109 HAT inh -0.4.
For C=CCNC(=O)N1CCC(n2nccc2NC(=O)CCCc2ccccc2)CC1 the results were MITF act 0.2, RTF Ca sens act 2.4, Wnt act 3.4, Tat transport 3.9, CAL PDZ FP-1 1.7, V-ATPase pHluor -0.3, dFosB act 1.9, CAL PDZ FP-2 -2.3, CDK5 p35 inh -0.4 and Rtt109 HAT inh 9.9.
For C/C(=N\NC(=O)c1cccc(N/N=C(\C)c2ccco2)c1)c1ccco1 the results were MITF act -1.7, RTF Ca sens act -1.2, Wnt act 10.1, Tat transport 4.1, CAL PDZ FP-1 -0.3, V-ATPase pHluor -3.5, dFosB act -12.2, CAL PDZ FP-2 -3.2, CDK5 p35 inh -1.2 and Rtt109 HAT inh -2.2.
Cc1cc(C)n(C(=O)CCCn2cc([N+](=O)[O-])cn2)n1 was read as MITF act -1.8, RTF Ca sens act 0.1, Wnt act -0.9, Tat transport -7.6, CAL PDZ FP-1 -3.6, V-ATPase pHluor 2.6, dFosB act 6.5, CAL PDZ FP-2 -1.4, CDK5 p35 inh -0.3 and Rtt109 HAT inh 16.7.
`CCNc1nc(NC(C)(C)C)nc(N(C#N)CC)n1` gave RTF Ca sens act -3.0, Wnt act 4.3, Tat transport -4.0, CAL PDZ FP-1 -5.1, V-ATPase pHluor 5.2, dFosB act -6.1, CAL PDZ FP-2 0.7, CDK5 p35 inh -0.4 and Rtt109 HAT inh 2.0.
Cc1ccccc1C(=O)Nc1ccc(O)c2c(=O)cc(-c3ccccc3Cl)oc12 was read as MITF act 1.6, RTF Ca sens act -4.4, Wnt act 0.4, Tat transport -1.2, CAL PDZ FP-1 -0.7, V-ATPase pHluor -4.1, dFosB act 0.6, CAL PDZ FP-2 -0.1, CDK5 p35 inh -2.2 and Rtt109 HAT inh 2.6.
Screening CCOc1ccc(N=Nc2c(C)noc2C)cc1 returned MITF act 1.1, RTF Ca sens act -0.1, Wnt act 0.6, Tat transport 4.8, CAL PDZ FP-1 -2.4, V-ATPase pHluor -3.7, dFosB act 7.0, CAL PDZ FP-2 -0.2, CDK5 p35 inh 0.2 and Rtt109 HAT inh 8.8.
Screening O=C(CCc1nc2ccccc2[nH]c1=O)OCc1ccc(S(=O)(=O)N2CCOCC2)cc1 returned MITF act -1.3, RTF Ca sens act 4.0, Wnt act -3.2, Tat transport -2.2, CAL PDZ FP-1 -2.2, V-ATPase pHluor -4.9, dFosB act -2.5, CAL PDZ FP-2 0.0, CDK5 p35 inh -0.7 and Rtt109 HAT inh -7.8.
Screening O=C(CSc1nnc(Cn2nnc3ccccc32)o1)Nc1ccc(Cl)cc1 returned MITF act 6.7, RTF Ca sens act -3.3, Tat transport 2.7, CAL PDZ FP-1 -1.1, V-ATPase pHluor -2.3, dFosB act -3.9, CDK5 p35 inh 0.2 and Rtt109 HAT inh 5.3.
CCN(CC)S(=O)(=O)c1cc(C)c(C)cc1OCC(=O)NC1CCCC1 was read as MITF act 5.4, RTF Ca sens act -1.8, Wnt act 2.0, Tat transport 0.1, CAL PDZ FP-1 -6.5, V-ATPase pHluor -1.2, dFosB act -5.1, CAL PDZ FP-2 -1.8, CDK5 p35 inh -0.2 and Rtt109 HAT inh -2.3.
Screening COc1ccc2oc(C(=O)Nc3ccccc3N3CCOCC3)c(C)c2c1 returned MITF act 5.9, RTF Ca sens act -14.3, Wnt act -14.2, Tat transport -5.4, V-ATPase pHluor -3.7, dFosB act 1.6, CAL PDZ FP-2 -0.2, CDK5 p35 inh 2.1 and Rtt109 HAT inh 1.0.
Screening Cc1ccc(C(c2nnnn2C2CCCCC2)N(C)C2CCCCC2)cc1 (stereo unspecified) returned MITF act -12.1, RTF Ca sens act 0.3, Wnt act -3.8, Tat transport 17.8, CAL PDZ FP-1 -5.6, V-ATPase pHluor 1.8, dFosB act -5.2, CAL PDZ FP-2 -0.7, CDK5 p35 inh 1.8 and Rtt109 HAT inh -1.4.
`NNC(=O)C1c2ccccc2Oc2ccccc21` gave MITF act 1.3, RTF Ca sens act -5.2, Wnt act 0.3, Tat transport 4.4, CAL PDZ FP-1 -0.1, V-ATPase pHluor 2.2, dFosB act -4.7, CAL PDZ FP-2 -2.0 and CDK5 p35 inh -0.1.
For CSc1nc2ccc(NC(=O)c3nn(C(C)C)c(=O)c4ccccc34)cc2s1 the results were MITF act inconclusive, RTF Ca sens act -2.9, Tat transport 2.3, CAL PDZ FP-1 2.4, V-ATPase pHluor 2.6, dFosB act 3.5, CAL PDZ FP-2 -1.8, CDK5 p35 inh 1.0 and Rtt109 HAT inh 3.4.
`CC(C)CC1NC(=O)N(Cc2cc(=O)n3ccsc3n2)C1=O` (stereo unspecified) gave MITF act 8.4, RTF Ca sens act -1.6, Wnt act -0.2, Tat transport -5.6, CAL PDZ FP-1 -5.1, V-ATPase pHluor -1.2, dFosB act -0.6, CAL PDZ FP-2 -1.2, CDK5 p35 inh 0.8 and Rtt109 HAT inh -3.0.
COc1ccc(NC(=O)CN2C(=O)C(C)Oc3ccccc32)c(OC)c1 (stereo unspecified) was read as MITF act 8.4, RTF Ca sens act -5.2, Tat transport 4.0, CAL PDZ FP-1 10.1, V-ATPase pHluor -1.4, dFosB act 3.2, CDK5 p35 inh -0.8 and Rtt109 HAT inh -0.4.
For S=C(NCC1CCCO1)NC1CC1 (stereo unspecified) the results were MITF act -8.5, RTF Ca sens act 2.4, Wnt act -2.4, Tat transport 8.1, V-ATPase pHluor -0.4, dFosB act 0.1, CAL PDZ FP-2 -0.1, CDK5 p35 inh -4.4 and Rtt109 HAT inh 0.2.
`CCc1ccc(CN(C)Cc2nc(Cc3ccc(OC)c(OC)c3)no2)nc1` gave MITF act -6.5, RTF Ca sens act -1.9, Wnt act -3.4, Tat transport -8.0, CAL PDZ FP-1 1.3, V-ATPase pHluor -2.3, dFosB act -3.2, CAL PDZ FP-2 -2.2, CDK5 p35 inh -0.8 and Rtt109 HAT inh 4.5.
For COC(=O)C1C2C=CC3(CN(c4cccc(Cl)c4)C(=O)C13)O2 (stereo unspecified) the results were MITF act 2.8, RTF Ca sens act -3.8, Wnt act 0.1, Tat transport 0.6, V-ATPase pHluor -0.5, dFosB act -3.5, CAL PDZ FP-2 0.1, CDK5 p35 inh -0.4 and Rtt109 HAT inh -7.1.
Screening Cc1ccc(NC(=O)N[C@H](C(=O)O)C(C)C)c(C)c1 returned MITF act -5.8, RTF Ca sens act -0.4, Wnt act -3.2, Tat transport 2.5, CAL PDZ FP-1 -3.6, V-ATPase pHluor -3.0, dFosB act -4.2, CAL PDZ FP-2 -1.9, CDK5 p35 inh -2.8 and Rtt109 HAT inh 22.3.
`CCCCCN(C(=O)NC(=O)Nc1cccc(C)c1C)S(C)(=O)=O` gave MITF act -8.2, RTF Ca sens act -0.7, Wnt act -0.2, Tat transport -7.3, CAL PDZ FP-1 -2.3, V-ATPase pHluor 2.5, dFosB act -5.8, CAL PDZ FP-2 0.8, CDK5 p35 inh 1.3 and Rtt109 HAT inh -4.1.
Screening Clc1ccccc1-c1nnc(-c2ccc3c(c2)OCO3)o1 returned MITF act 74.9, RTF Ca sens act 6.1, Wnt act 17.5, Tat transport 0.2, V-ATPase pHluor -0.5, dFosB act -24.6, CAL PDZ FP-2 -0.8, CDK5 p35 inh 0.7 and Rtt109 HAT inh 4.8.
Screening Cc1cc(C)n(/N=C/c2cc(Cl)cc(Cl)c2O)c(=O)c1 returned MITF act -5.7, RTF Ca sens act 1.9, Wnt act -1.2, Tat transport -13.0, CAL PDZ FP-1 1.4, V-ATPase pHluor -7.0, dFosB act 2.4, CAL PDZ FP-2 -0.2, CDK5 p35 inh -0.6 and Rtt109 HAT inh 1.7.

Rows are unselected; 4.1% or so of the library scored in one or more.
